Screens (PubChem)
Yeast superoxide = reduction of superoxide in aged yeast, primary screen, HTS; hit rate 0.18% among 330,000; S. cerevisiae aged cells, superoxide DHE fluorescence; hits give low values; superoxide response (% of plate mean), % at 10 µM; AID 2690, 2010;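 active = superoxide response under a set limit, about three screen SD below normal, cut at about 65% in these data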;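 note: yeast aged for seven days with compound at 30 °C before DHE staining; 100% = average MFI of all compound-treated wells on the plate with controls excluded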
Fh CTSL1 inh = Fasciola hepatica cathepsin L1 inhibitors, primary screen, counter-screen for PFM18AAP inhibitor project, biochemical, QFRET, fluorogenic peptide substrate | recombinant F. hepatica cathepsin L1, Z-Leu-Arg-MCA fluorescence | inhibition, % at 5.96 µM | hit rate 0.49% among 300,000;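 active = inhibition above the mean of all tested compounds plus 3 SD, set per screening campaign, cut at about 17% in these data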;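 note: 0% = plate median of test compound wells and 100% = 1 µM Z-Phe-Ala-diazomethylketone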
HCV core dimer = inhibitors of HCV core protein dimerization, primary screen, biochemical, TR-FRET, high-throughput; inhibition, % at 5 µM; hit rate 0.33% among 300,000; TR-FRET GST/Flag-core106 dimerization, 1536-well;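 active = inhibition above the mean of all tested compounds plus 3 SD, set per screening campaign, cut at about 45% in these data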
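Material: Tagged HCV core106 pair (GST and Flag) | Amount: GST-core106 13.5 nM, Flag-core106 17 nM | Medium: KF-containing HEPES buffer, pH 7.45, DTT, CHAPS, BSA | Reagent: Eu donor and XL665 acceptor anti-tag antibodies | Schedule: 4 h at 22.5 °C | Technique: Time-resolved FRET, ex 340 nm, em 617 and 671 nm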
PP5 primary = PP5 phosphatase inhibitors, primary screen, biochemical, fluorescence | purified PP5c, OMFP substrate fluorescence | AID 1987, 2009 | Serine/threonine-protein phosphatase 5 (Homo sapiens), P53041 | inhibition, % at 6.7 µM | hit rate 0.18% among 320,000;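 active = inhibition above the campaign's mean inhibition across all tested compounds plus 3 SD, cut at about 9.5% in these data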;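 note: 0% = DMSO only and 100% = 100 µM cantharidin control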
Target sequence (P53041 whole entry, looked up): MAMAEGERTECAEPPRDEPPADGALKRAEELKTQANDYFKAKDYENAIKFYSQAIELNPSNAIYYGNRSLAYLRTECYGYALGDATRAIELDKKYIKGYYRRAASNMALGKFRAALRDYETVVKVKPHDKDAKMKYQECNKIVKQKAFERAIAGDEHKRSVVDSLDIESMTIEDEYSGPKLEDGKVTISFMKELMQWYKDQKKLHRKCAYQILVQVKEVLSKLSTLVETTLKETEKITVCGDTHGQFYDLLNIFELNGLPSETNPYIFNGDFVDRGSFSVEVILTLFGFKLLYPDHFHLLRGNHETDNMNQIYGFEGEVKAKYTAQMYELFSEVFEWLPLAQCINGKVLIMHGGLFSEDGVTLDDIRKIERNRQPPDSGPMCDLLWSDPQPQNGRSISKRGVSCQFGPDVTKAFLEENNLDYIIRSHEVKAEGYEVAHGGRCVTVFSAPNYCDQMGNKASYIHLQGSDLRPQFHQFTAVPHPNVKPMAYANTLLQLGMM
PP1 inh = PP1-alpha phosphatase inhibitors, primary screen, counter-screen for PP5 inhibitor project, biochemical, fluorescence, OMFP substrate, single point; purified PP1alpha; hit rate 0.9% among 320,000; inhibition, % at 6.7 µM; Serine/threonine-protein phosphatase PP1-alpha catalytic subunit (Homo sapiens), P62136;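 active = inhibition above the mean inhibition of all tested compounds plus 3 SD, computed separately for each screening campaign, cut at about 15% in these data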
Target sequence (P62136 whole entry, looked up): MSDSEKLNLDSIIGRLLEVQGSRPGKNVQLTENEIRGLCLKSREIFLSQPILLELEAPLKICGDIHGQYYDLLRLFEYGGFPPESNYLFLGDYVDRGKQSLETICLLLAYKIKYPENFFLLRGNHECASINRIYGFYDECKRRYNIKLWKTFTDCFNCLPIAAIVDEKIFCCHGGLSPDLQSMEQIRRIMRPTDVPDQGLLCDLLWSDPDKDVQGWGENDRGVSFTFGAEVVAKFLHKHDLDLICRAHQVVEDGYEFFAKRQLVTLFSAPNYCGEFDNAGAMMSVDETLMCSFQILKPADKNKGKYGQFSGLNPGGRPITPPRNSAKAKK
JMJD2C inh = inhibitors of GASC-1 histone demethylase, primary screen, biochemical, fluorescence, DELFIA europium; hit rate 0.069% among 330,000; Lysine-specific demethylase 4C (Homo sapiens), Q9H3R0; inhibition, % at 2.35 µM; AID 2099, 2009; GST-JMJD2C(1-420) H3K9me3 demethylation;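 active = more than half of a compound's replicate wells show inhibition beyond 50%, single wells judged on their own value; inconclusive = some, but no more than half, of replicates pass 50% inhibition; inactive = no replicate passes 50% inhibition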;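 note: signal counts dimethyl H3K9 product captured on neutravidin plate; 0% = median of DMSO wells and 100% = 0.3 times that DMSO median; strong numbers were not always called active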
TPT1 inhibitor = Candida albicans TPT1 enzyme inhibitors, primary screen, biochemical, fluorescence polarization. tRNA 2'-phosphotransferase TPT1 (Candida albicans SC5314). recombinant caTPT1, FP RNA substrate dephosphorylation. inhibition, % at 5 µM. hit rate 0.81% among 300,000. AID 1962, 2009;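 active = inhibition above the mean of all tested compounds plus 3 SD, set per screening campaign, cut at about 24% in these data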;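 note: plate controls were DMSO alone for no effect and ferristatin control at 100 nM for full effect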
ZTA DNA inh = ZTA (EBV) inhibition in EBNA-1 counter-screen. P03206. ZTA-DNA binding, fluorescence polarization. inhibition, % at 11 µM. hit rate 0.15% among 320,000. AID 2234; in the data active = inhibition above about 33%
Target sequence (P03206 whole entry, looked up): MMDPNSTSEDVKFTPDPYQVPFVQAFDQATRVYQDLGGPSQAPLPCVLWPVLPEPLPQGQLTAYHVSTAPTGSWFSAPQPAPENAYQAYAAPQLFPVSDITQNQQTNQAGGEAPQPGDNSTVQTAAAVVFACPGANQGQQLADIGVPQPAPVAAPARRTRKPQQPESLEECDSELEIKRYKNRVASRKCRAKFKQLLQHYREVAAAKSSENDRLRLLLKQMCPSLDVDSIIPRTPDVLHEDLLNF
EBNA-1 inh = EBNA-1 DNA-binding inhibitors, primary screen, biochemical, fluorescence polarization. inhibition, % at 14.8 µM. hit rate 0.34% among 300,000. AID 1950, 2009; in the data active = inhibition above about 28%
The depositor's hits bear a star; ? = inconclusive; nt = no result given; & = joins results of further samples.

SMILES	Yeast superoxide	Fh CTSL1 inh	HCV core dimer	PP5 primary	PP1 inh	JMJD2C inh	TPT1 inhibitor	ZTA DNA inh	EBNA-1 inh
CCn1c(=N)c(S(=O)(=O)c2ccc(F)cc2)cc2c(=O)n3ccccc3nc21	100	-16	2	1.0	-3	2	-2	-8	-8
O=C(CN1CCN(c2ccc([N+](=O)[O-])cc2)CC1)Nc1nccs1	95	3	2	0.8	1	-1	0	6	-12
N#Cc1cc(-c2ccccc2)[nH]c1-c1nccc2ccccc12	119	11	-1	2.3	2	16	0	15	-1
O=C(c1cccnc1)c1ncc(C(F)(F)F)cc1Cl	100	-4	8	0.3	2	-8	2	-4	10
CCn1cnc2c1c(=O)n(Cc1cccc(Br)c1)c(=O)n2Cc1ccccc1	92	2	-9	3.2	4	-12	1	-1	-13
CCn1c(=NC(=O)CCS(=O)(=O)c2ccccc2)sc2cccc(OC)c21	102	7	2	6.3	4	11	0	3	4
CC1CCC(C(C)C)C(OC(=O)CSc2nc(N)cc(=O)[nH]2)C1 (configuration not stated)	100	-8	3	3.1	-14	4	-1	-3	-9
O=C(NCc1cccs1)c1cc2c(s1)CS(=O)(=O)C2	99	-3	-4	1.8	-3	0	3	2	5
COc1ccc(-c2cc(C(=O)N3CCC3)c3ccccc3n2)cc1OC	112	2	1	3.5	-4	2	-2	14	2
Cc1c(-c2ccccc2)[n+](=O)c(-c2ccc(Br)cc2)c(C)n1[O-]	83	-1	2	-3.6	-4	2	-3	7	14
COc1cccc(CN2CCSCC2)c1OC	96	-2	0	0.5	-4	0	1	2	5
COc1ccc(-c2csc(-c3cc4ccccc4oc3=N)n2)cc1	101	1	17	-0.6	1	-7	13	-11	9
Cc1cc([N+](=O)[O-])ccc1NCc1ccc2c(c1)OCCO2	91	0	5	-1.7	-1	1	-2	4	2
COc1ccc(OC(C)C(=O)N2CCC(C)CC2)cc1 (configuration not stated)	91	0	0	-0.6	-2	-3	1	17	12
FC(F)(F)c1ccc(C2[C@H]3CN(Cc4cccnc4)[C@H](c4ccccc4)C34CC2(c2cccnc2)C4)cc1 (some centres not stated)	100	4	13	5.4	19*	-6	-1	7	2
COc1ccc(C(=O)N2CCC(C(=O)c3c(C)cc(C)cc3C)CC2)cc1	111	-2	0	3.9	1	0	-6	-1	-8
[N-]=[N+]=NCC/C=C\C1NS(=O)(=O)OCC1O (configuration not stated)	93	2	3	1.9	-3	2	2	20	7
CCNC(=S)N/N=C/c1cccc(C)c1	105	7	2	-0.4	4	-17	-5	8	15
CCOC(=O)N1CCC(n2c(SCC(=O)NCCC3=CCCCC3)nc3ccccc3c2=O)CC1	103	2	17	0.6	3	4	-2	3	13
C/C(=N\NC(=O)COc1ccc(C)cc1C(C)C)c1ccc(-n2ccnc2)cc1	96	3	11	0.4	18*	-7	2	1	-18
CC(C)c1ccc(S(=O)(=O)N2CCN(C(=S)NCc3ccco3)CC2)cc1	106	-5	11	3.0	7	0	0	-17	6
Cc1ccc(-c2c3c(=O)n(C)c(=O)n(C)c3cn2CCCN2CCOCC2)cc1	103	-1	-1	-2.1	0	0	2	6	-8
Cc1onc(-c2c(Cl)cccc2Cl)c1NC(=O)N1CCSCC1	119	-4	2	0.2	-1	9	-1	-1	2
OCCC#Cc1ccc(CN2CCN(C3CCCCC3)C(CCO)C2)cc1 (configuration not stated)	137	-8	-10	-0.5	-2	6	-3	-17	4
Cc1c(Cc2ccccc2)sc(N)c1C(N)=O	96	-2	38	3.7	4	4	11	-9	-20
CCCCCCOC(=O)c1ccc(N)cc1	103	2	2	3.5	-1	5	-3	3	-9
Cc1nc(-c2cccnc2)sc1C(=O)Nc1ccc(F)cc1F	87	2	-1	1.4	-6	-25	1	10	9
CCOC(=O)C1=C(CS(=O)(=O)c2ccc(F)c(C)c2)NC(=O)NC1c1ccc(O)c(O)c1 (configuration not stated)	96	-1	0	2.1	3	-4	4	-2	1
O=C(CSc1nc2cc(Cl)ccc2s1)NCc1ccc2c(c1)OCO2	108	2	-6	1.4	-1	5	-2	1	8
Cc1ccc(/C=C2\SC(=S)N(NS(=O)(=O)c3ccc(C)cc3)C2=O)cc1	111	3	12	3.9	5	-2	4	14	10
NC1=NC(=O)C2(COC(c3ccncc3)OC2)S1 (configuration not stated)	92	-2	-1	2.9	-2	1	-3	3	3
Cc1ccn2cc(-c3cccc(NC(=O)CCC(=O)O)c3)nc2c1	103	-3	-6	2.2	4	2	-2	-7	-17
CCCc1cc(C(=O)OC)c(NC(=O)CCCC(=O)O)s1	102	0	0	0.6	-5	-7	-2	-2	3
Cc1sc(NC(=O)Cn2cnnn2)nc1-c1ccc(Cl)cc1	98	-3	6	3.6	-1	4	-1	6	3
Cn1ccnc1Sc1nnnn1-c1ccccc1	95	-3	6	3.5	1	-1	1	1	-10
O=C(CC(Nc1ccccc1)c1ccccc1)C1CC1 (configuration not stated)	88	1	-1	-0.6	-5	-2	-4	-8	-9
NC(=O)C1CCCN1S(=O)(=O)c1ccc2ccccc2c1 (configuration not stated)	109	0	-1	1.3	-4	-3	-1	-2	3
CCCCNC(=O)CN1C(=O)COc2ccc(S(=O)(=O)N3CCCCCC3)cc21	116	7	-6	1.1	-3	?	1	0	-14
COc1cccc(CN2CCNC(=O)C2CC(=O)NC2Cc3ccccc3C2)c1 (configuration not stated)	86	-2	2	2.3	1	2	-3	14	8
Cc1c(C(=O)NCc2ccc3c(c2)OCO3)oc2ccc(Br)cc12	106	-4	2	3.0	4	2	2	0	17
O=C1CCc2cc(S(=O)(=O)N3CCN(c4ccccc4F)CC3)ccc2N1	81	1	4	0.3	4	5	5	-7	11
CC(C)C(c1nnnn1Cc1ccco1)N1CCN(c2cccc(Cl)c2)CC1 (configuration not stated)	109	1	13	3.9	3	4	3	-15	0
O=c1c([N+](=O)[O-])cccn1Cc1ccccc1Cl	113	2	-4	1.9	0	-14	1	3	7
Cc1ccc(S(=O)(=O)N2CCCN(c3nc4cc(C)ccc4cc3C#N)CC2)cc1	98	1	43	0.5	1	3	18	8	0
C/C=C/C1=CC(=O)C[C@H](c2ccc(Cl)cc2)C1	110	nt	nt	-2.0	-1	-1	nt	2	nt
Cc1ccc(CSc2nnc(NC(=O)C3=COCCO3)s2)cc1	99	nt	nt	2.3	-1	nt	nt	8	nt
Cc1ccc(OCc2ccc(C(=O)O)o2)c([N+](=O)[O-])c1	110	3	3	-3.2	0	6	2	-1	5
Cc1cccc(C)c1NC(=O)CN(C)C(=O)c1ccc(N2C(=O)CCC2=O)cc1	75	4	-8	-0.3	0	-25	-4	-3	1
CC(=O)Nc1ccc(S(=O)(=O)Nc2ccccc2C(=O)N2CCCCC2)cc1	114	-1	-6	0.7	-5	-46	5	-2	4
O=C(Nc1nc2c(Cl)c(Cl)ccc2s1)C1CC1	120	-1	-6	0.0	1	-486	0	-2	-3
Cc1ccc(CNC(=O)C(=O)NCCC2CCCCN2S(=O)(=O)c2ccc(C)cc2)cc1 (configuration not stated)	89	11	6	1.7	-1	-2	0	-4	2
CCC(C)NC(=O)Nc1ccccc1F (configuration not stated)	90	-2	2	-0.4	-2	0	-4	20	5
NS(=O)(=O)c1ccc(CNC(=O)Cc2ccccc2F)cc1	90	-1	-1	6.0	-5	-7	-1	12	3
O=C(CCSc1ccccn1)c1ccccc1	104	19*	-10	4.3	-5	2	1	-31	-9
COc1ccc(CCNC(=O)CCn2c(=O)c3cccn3c3ccc(F)cc32)c(OC)c1OC	103	2	0	1.9	2	-1	1	-17	1
Cc1cc(C)c(C)c(OCCCCn2cnc3ccccc3c2=O)c1	85	-3	1	1.0	-5	1	-5	-10	-4
CC(C)=NNc1cc([N+](=O)[O-])cc2c1C(=O)N(C)S2=O (configuration not stated)	96	-1	-4	-1.2	-3	1	-2	18	-1
NC(=O)c1cc([N+](=O)[O-])ccc1NCc1ccc(O)cc1	99	4	-30	3.0	4	1	-2	-13	-8
Cn1c(=O)cc(OCC(=O)NCCc2ccc(Cl)cc2)c2ccccc21	114	3	0	1.9	5	-5	0	4	3
COc1ccc2c(c1OC)C(=O)N(c1nccs1)C2	113	0	-4	1.8	1	4	3	-7	-7
Later entries:
SMILES	Yeast superoxide	Fh CTSL1 inh	HCV core dimer	PP5 primary	PP1 inh	JMJD2C inh	TPT1 inhibitor	ZTA DNA inh	EBNA-1 inh
Cc1nn(Cc2ccc(Cl)c(Cl)c2)c(C)c1NC(=O)c1cc(-c2ccc3c(c2)OCO3)on1	83	0	1	-1.3	-1	-1&-1	4	-5	15
COC(CNC(=O)CN1C(=O)COc2ccc(S(=O)(=O)N3CCOCC3)cc21)OC	97	5	-10	1.4	-2	0	2	-3	-4
CCOC(=O)c1c(-c2ccccc2Cl)csc1NC(=O)CSc1nc(C)cc(=O)[nH]1	91	4	30	1.8	2	3	0	1	0
CC1(C)Cc2c(sc(NC(=O)C(=O)N3CCCCC3)c2C(N)=O)CO1	110	0	-15	1.4	1	4	-3	-22	2
O=C(CCS(=O)(=O)c1ccccc1)Nc1ccc2c(c1)OCO2	100	9	6	0.0	4	8	-2	-17	0
Cc1ccc(S(=O)(=O)N2CCC(C(=O)N3CCC(C(=O)NCC4CCCO4)CC3)CC2)cc1 (configuration not stated)	86	-1	-1	2.1	1	-2	0	-10	-9
CC(=O)OCCNc1cc(SC(C)C)c2nonc2c1[N+](=O)[O-]	105	3	-2	0.5	-1	nt	-3	-9	14
O=C(CNC(=S)N(CCCN1CCOCC1)Cc1cccs1)NC1CCCCC1	95	-4	3	1.3	3	4	-2	16	7
O=C(CSc1nc2c(cnn2-c2ccc(F)cc2)c(=O)[nH]1)N1CCCCC1	109	-2	2	2.3	6	13	-3	-13	-8
Cc1ccc(C)c(OCCCC(=O)O)c1	93	17*	-4	3.8	2	0	-2	-2	-12
Cc1ccc(SCC(=O)Nc2ccc(C(=O)Nc3ccc(O)cc3)cc2)cc1	117	0	11	-1.2	1	0	-1	2	8
COc1ccc(CC(=O)N/N=C/c2ccc(Cl)s2)cc1OC	103	-4	-1	1.7	-2	-16	1	1	-14
O=C(Nc1ccc2nc(-c3ccco3)[nH]c2c1)c1cccs1	91	0	-5	1.9	-3	5	-1	5	10
O=C(CCCOc1ccccc1)Nc1nnc(C2CCCO2)s1 (configuration not stated)	101	-2	44	-0.7	2	-4	0	-8	-2

Entries of single compounds, quoted from the list. Order of screens: Yeast superoxide, Fh CTSL1 inh, HCV core dimer, PP5 primary, PP1 inh, JMJD2C inh, TPT1 inhibitor, ZTA DNA inh, EBNA-1 inh
Shown for CC(=O)OCCNc1cc(SC(C)C)c2nonc2c1[N+](=O)[O-] : 105, 3, -2, 0.5, -1, nt, -3, -9, 14
Shown for CC1(C)Cc2c(sc(NC(=O)C(=O)N3CCCCC3)c2C(N)=O)CO1 : 110, 0, -15, 1.4, 1, 4, -3, -22, 2
Shown for O=C(CSc1nc2c(cnn2-c2ccc(F)cc2)c(=O)[nH]1)N1CCCCC1 : 109, -2, 2, 2.3, 6, 13, -3, -13, -8
